Source: PubChem BioAssay
WRN helicase inh – inhibitors of human WRN helicase; Q14191; WRN helicase unwinding, fluorescent forked duplex, kinetic; Potency, µM (highest dose often 114 µM), without a hit: at the highest dose activity change, negative = inhibition, most hits filed as inhibitors; 360,000 compounds, 0.46% hits; further: potency means the concentration at half of the fitted maximal effect; on the % scale 0 is the no-effect control and ±100 the full control effect; nearly all actives have a fitted effect of over 55% in size
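Screening of the MLSMR collection measured strand separation of a quenched forked DNA duplex (100 nM) by 20 nM WRN with 2 mM ATP, all final. Compounds were preincubated with enzyme 15 min at room temperature.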
EPAC1 agonist – activates human EPAC1 exchange factor; O95398; EPAC1 agonist qHTS, biochemical assay; response scale: 100% = response to 6.5 mM cAMP; Potency, µM (highest dose often 154 µM), without a hit: top-dose activation, most hits filed as activators; 360,000 compounds, 0.073% hits; AID 720707; further: potency means the concentration at half of the fitted maximal effect; nearly all actives have a fitted effect of over 60% in size
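Fluorescent GDP-exchange assay: 100 nM EPAC1 with 250 nM Rap1B preloaded with BODIPY-GDP and 50 uM GDP; compounds tested as concentration series, 5 min at room temperature, then read every 5 min for 30 min (ex 480/em 540 nm); normalized to 6.5 mM cAMP.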
IL2 activator – activators of IL-2. 360,000 compounds, 0.065% hits. AID 652025. IL-2 activation reporter assay, cell-based qHTS; stimulated with anti-CD3/CD4/CD28 beads; in transgenic mouse T cells. activation, % (series mostly up to about 46 µM); in the data active means activation above about 50%; inconclusive means mostly about 30% to 49%; further: 0% is about no effect
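Unstimulated transgenic mouse T cells, 750 per well, received compound and, after 60 minutes, anti-CD3/anti-CD4 bead plus anti-CD28 stimulation. EGFP and DsRed were quantified after 18 hours.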
PI5P4K alpha inh – inhibitors of human PI5P4K alpha. max response, %. PI5P4Kalpha enzyme, ADP-Glo luminescence, 60 min; hits give low values. 330,000 compounds, 1.2% hits. P48426; active means max response of -50% or lower; inconclusive means between -30% and -50%; inactive means -30% or higher; further: value at the top dose of about 77 µM; on the % scale 0 is the no-effect control and ±100 the full control effect
Target sequence (P48426 whole entry, looked up): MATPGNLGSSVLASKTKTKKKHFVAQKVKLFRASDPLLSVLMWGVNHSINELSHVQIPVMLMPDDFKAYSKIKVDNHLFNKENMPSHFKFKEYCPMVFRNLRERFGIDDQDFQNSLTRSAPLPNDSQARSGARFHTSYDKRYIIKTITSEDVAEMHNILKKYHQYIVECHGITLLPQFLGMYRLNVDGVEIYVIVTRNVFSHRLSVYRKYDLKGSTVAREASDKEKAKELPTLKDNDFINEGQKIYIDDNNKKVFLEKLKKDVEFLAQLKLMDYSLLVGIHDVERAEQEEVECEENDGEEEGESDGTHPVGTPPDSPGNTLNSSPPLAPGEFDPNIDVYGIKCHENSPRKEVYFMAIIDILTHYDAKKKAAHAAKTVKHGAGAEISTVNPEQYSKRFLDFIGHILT
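Luminescence from ADP-Glo served as readout of PI5P4Kalpha activity in a qHTS format. Reaction: enzyme, substrate, compound, ATP at 5 microM final, 60 min at RT.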
Abeta yeast res – restores growth of yeast expressing A-beta42 peptide | yeast expressing A-beta42, growth rescue, OD600, 48 h; response scale: 0% DMSO, 100% iron-clioquinol control | Potency, µM (doses to about 46.1 µM), for the others: at the highest dose growth rescue, most hits filed as activators | 410,000 compounds, 0.063% hits | AID 1347071; further: potency means the concentration at half of the fitted maximal effect; nearly all actives have a fitted effect of over 55% in size
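Yeast growth medium received pinned compounds, then yeast cells expressing toxic A-beta were added; plates incubated at 30 C for 48 hr. Growth read as absorbance at 600 nm, normalized to DMSO and equimolar FeCl3 plus clioquinol controls.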
PLK1 PBD inh – PLK1 (human) polo-box domain binding inhibition | P53350 | 360,000 compounds, 2.8% hits | Potency, µM, without a hit: max response, negative = inhibition, usual class: inhibitors | Plk1 PBD binding of FITC phosphopeptide, fluorescence polarization; further: potency means the concentration at half of the fitted maximal effect; series mostly up to about 57 µM; on the % scale 0 is the no-effect control and ±100 the full control effect; nearly all actives have a fitted effect of over 65% in size
Target sequence (P53350 whole entry, looked up, the tested form may be a part): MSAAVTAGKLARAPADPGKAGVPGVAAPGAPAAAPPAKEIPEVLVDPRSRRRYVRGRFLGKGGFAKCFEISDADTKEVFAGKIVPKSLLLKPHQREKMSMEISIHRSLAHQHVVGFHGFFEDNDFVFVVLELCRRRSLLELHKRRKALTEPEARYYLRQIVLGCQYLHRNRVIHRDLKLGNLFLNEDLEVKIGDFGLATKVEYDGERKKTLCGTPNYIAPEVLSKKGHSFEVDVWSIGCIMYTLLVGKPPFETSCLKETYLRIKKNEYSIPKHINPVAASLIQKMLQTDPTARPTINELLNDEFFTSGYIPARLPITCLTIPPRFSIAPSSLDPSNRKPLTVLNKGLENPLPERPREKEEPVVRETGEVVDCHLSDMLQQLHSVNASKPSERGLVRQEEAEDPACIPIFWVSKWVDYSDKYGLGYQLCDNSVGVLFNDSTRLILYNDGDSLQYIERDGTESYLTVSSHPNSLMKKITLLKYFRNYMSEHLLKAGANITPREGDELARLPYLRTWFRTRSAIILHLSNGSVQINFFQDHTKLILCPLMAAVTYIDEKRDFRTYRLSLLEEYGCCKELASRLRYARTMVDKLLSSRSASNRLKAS
EPAC1 antag – EPAC1 (human) antagonism. O95398. EPAC1 GEF assay, Rap1b-BODIPY-GDP exchange fluorescence. Potency, µM (highest dose often 115 µM), for inactives: at the highest dose activity change, negative = inhibition, most hits filed as inhibitors. 360,000 compounds, 0.14% hits;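 further: potency means the concentration at half of the fitted maximal effect; plate controls were vehicle for no effect and positive control for full effect; nearly all actives have a fitted effect of over 50% in size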
FUS suppressor – FUS proteinopathy suppression in yeast | S. cerevisiae FUS-expressing, growth rescue, OD600, 24 h | Potency, µM (doses to about 76.6 µM), inactives show at the highest dose growth rescue (activation), most hits filed as activators | 390,000 compounds, 0.24% hits;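 further: potency means the concentration at half of the fitted maximal effect; plate controls were DMSO vehicle for no effect and reference control for full effect; nearly all actives have a fitted effect of over 55% in size; some results filed as inactive show a strong effect at the top dose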
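Toxicity suppression screen in FUS-yeast. Cells induced with 2% galactose, starting OD 0.005, treated 24hr at 30C with compounds at multiple final concentrations; growth by OD600.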
* = called active by the depositor; ? = inconclusive; . = no result given; & = joins results of further samples; [ ] = dose if it differs, or a comment. Unless noted, the call rests on the fitted dose curve; in most records, active means well fitted curve in the direction sought with a large enough effect; inconclusive means small, poorly fitted or top-dose-only effect, or another doubt; inactive means no such curve, though single readings can be large; an effect the other way counts as inactive or inconclusive. Hits appear at their usual frequency; overall some 4.1% were active at least once.

SMILES	WRN helicase inh	EPAC1 agonist	IL2 activator	PI5P4K alpha inh	Abeta yeast res	PLK1 PBD inh	EPAC1 antag	FUS suppressor
CCN(CC)S(=O)(=O)c1ccc(NC(=O)COC(=O)c2c[nH]c(=O)[nH]c2=O)cc1	3.4%	-5.0%	0.7	-9.8	8.4%	0.6%	-12.7%	-8.1%
COc1ccc(C2(C)NC(=O)N(CC(=O)NCc3ccccc3F)C2=O)cc1 (stereo not given)	4.6%	-3.1%	-0.4	13.8	-7.1%	-21.9%	?	2.7%
Cc1csc(CNc2ncnc3ccc(-c4ccoc4)cc23)c1	.	12.3%	-0.6	.	0.8%	.	-26.1%	-3.9%
COc1cccc(NC(=O)Nn2cnnc2)c1	10.1%	-9.1%	-1.9	3.0	-0.2%	2.6%	2.5%	10.8%
CCOc1ccc(/C=N/NC(=O)c2csc(C)c2C)c(OCC)c1	-18.5%[57.1 µM]	3.5%	-0.6	1.1	18.7%	3.6%	-4.0%	-19.6%
COCCCNC(=O)c1ccc2c(c1)nc(C)n2-c1cccc(C)c1	-4.6%	6.6%	0.6	-3.5	10.0%&10.7%	-13.7%	6.2%	5.7%&8.3%
CCCCn1c(N)c(N(Cc2ccccc2OC)C(=O)c2c(CC)noc2C)c(=O)[nH]c1=O	4.2%	12.1%	-0.5	-7.6	12.0%	-0.6%	3.2%	13.9%
CCCCCN=C(N)N/N=C/c1c[nH]c2ccc(OC)cc12	-19.5%	-8.9%	-0.9	7.0	0.0%	-0.9%	-19.5%	18.1%
COc1cccc(-c2csc(N3CCN(C(=S)NCC(C)C)CC3)n2)c1	-9.9%[57.1 µM]	9.1%	-2.4	17.6	?	4.3%	-26.5%	33.9%
S=C1NC2(CCCCC2)N=C1c1ccccc1	1.4%	-4.7%	-5.5	4.6	?	-15.6%	-17.7%	2.3%
COc1ccc(NC(=O)CN(C)C(=O)c2oc3ccccc3c2C)cc1	-7.3%	10.0%	0.5	-0.2	10.5%	-2.5%	-6.1%	-24.0%
O=C(Nc1ccccc1C(=O)N/N=C/c1ccco1)c1ccccc1	?	6.0%	0.6	-7.0	-11.3%	-5.0%	19.0%	22.2%
CSc1cccc(NS(=O)(=O)c2ccc(F)cc2)c1	0.9%	11.9%	-1.2	.	10.9%	-5.7%	4.6%	23.2%
COc1ccc(-c2cc3nc(-c4ccccc4)cc(N4CCN(C(C)=O)CC4)n3n2)cc1	-9.5%	-9.3%	-2.3	2.3	-39.1%[inhibitor]	8.5%	25.3%	?
Cc1noc(NS(=O)(=O)c2ccc(NC(=O)C34CCC(CC3)C4)cc2)c1C	-10.5%[57.1 µM]	1.5%	-3.4	.	-9.0%	-5.2%	6.6%	41.0%

Brought forward from above: 2 entries; new compounds follow.
SMILES	WRN helicase inh	EPAC1 agonist	IL2 activator	PI5P4K alpha inh	Abeta yeast res	PLK1 PBD inh	EPAC1 antag	FUS suppressor
COc1ccc(-c2cc3nc(-c4ccccc4)cc(N4CCN(C(C)=O)CC4)n3n2)cc1	-9.5%	-9.3%	-2.3	2.3	-39.1%[inhibitor]	8.5%	25.3%	?
Cc1noc(NS(=O)(=O)c2ccc(NC(=O)C34CCC(CC3)C4)cc2)c1C	-10.5%[57.1 µM]	1.5%	-3.4	.	-9.0%	-5.2%	6.6%	41.0%
CNC(=O)c1cc(C(=O)c2ccc(C(F)(F)F)cc2F)c[nH]1	4.1%	11.4%	-3.4	1.4	1.9%	-9.9%	16.4%	-3.6%
Cc1ccc(-c2cn(-c3ccccc3)c(=S)[nH]2)cc1C	-2.0%	6.5%	1.7	-5.4	?	29.9µM*	-4.9%	42.9%
CCCS(=O)(=O)n1nc(-c2ccc(Br)cc2)cc1N	1.5%	-7.6%	-2.0	-0.5	-14.4%	-3.8%	-7.6%	-28.2%
c1ccc(N2CCN(CC3CCCCC3)CC2)cc1	5.0%	9.3%	0.9	0.6	-6.5%	-5.3%	-12.6%	-19.9%
O=C(NCc1ccccc1Cl)[C@H]1CCCN1C(=O)[C@H]1CCCN1C(=O)c1ccc(Cl)cc1	2.7%	9.0%	-0.2	0.4	4.2%	0.2%	-5.7%	2.6%
c1cc2c(cc1C1CCCCC1)c1c3n2CCN=C3CCC1	0.3%	-7.5%	-0.5	14.2	-20.5%	?	-8.7%	?
O=C(O)c1cc(Cl)ccc1-c1ccc(/C=C/c2cc(C(F)(F)F)[nH]c(=O)n2)o1	?	89.1µM*	-3.2	-53.1*	-6.5%	40.2%[activator]	472.7%[activator]	36.5%
CCn1c(SCC(=O)N(C)c2c(N)n(Cc3ccccc3)c(=O)[nH]c2=O)nc2ccccc21	-0.8%	2.7%	0.7	-0.5	2.3%	-8.3%	-8.2%	1.5%
Cc1ccc(NC(=O)CSc2nnc(-c3ccc(S(=O)(=O)N4CCCC4)cc3)o2)cc1C	-5.7%	-3.7%	0.3	.	-9.9%	-10.4%	7.0%	49.1%
COc1ccc(-c2nc(C(F)(F)F)c(OC)o2)cc1OC	1.9%	-7.2%	0.9	1.0	5.1%	-15.5%	-2.1%	-9.2%
O=C(OCn1ncc(Cl)c(Cl)c1=O)c1ccc(C(F)(F)F)cc1	-18.9%	5.0%	-4.7	0.3	-40.0%[inhibitor]	-20.6%	-8.4%	-11.1%
O=C(NCCCC(=O)N1CCCCC1)c1ccc(Cl)cc1	2.1%	8.7%	1.2	-1.0	-19.1%	-2.5%	-5.8%	7.6%
CCOC(=O)c1c(-c2cccs2)csc1NC(C)=O	-1.8%	12.6%	0.1	-3.8	-23.8%	-9.4%	-4.4%	4.9%
COc1ccc(N(CC(=O)N/N=C/c2cccnc2)S(=O)(=O)c2ccccc2)c(OC)c1	-11.5%	-20.0%	1.0	3.3	4.6%	5.3%	2.1%	25.7%
COc1cccc(NC(=O)CN(C)CC(=O)Nc2ccc(C)c(S(=O)(=O)N3CCOCC3)c2)c1	-4.4%	-7.5%	-2.9	-1.9	7.8%	3.3%	-6.4%	.
O=C(CSc1nc2ccccc2n1S(=O)(=O)c1cccc([N+](=O)[O-])c1)NCc1cccs1	-29.0%[57.1 µM]	7.6%	-2.0	0.6	9.0%	-14.6%	10.5%	-3.1%
O=C(c1ccc(-c2ccc([N+](=O)[O-])cc2)o1)N1CCN(S(=O)(=O)c2cccs2)CC1	-16.7%	4.4%	-6.1	-51.3*	2.1%	0.1%	-21.0%	.
COc1ccc(Cl)cc1-c1cc(C(=O)NCc2ccc(C(F)(F)F)cc2)[nH]n1	-1.5%	-17.3%	-0.7	-0.2	3.7%	2.0%	-15.3%	-14.3%
COc1ccc(C/C(N)=N/OC(=O)Cc2ccc(OC)c(OC)c2)cc1	-18.3%	-2.4%	-1.0	.	-34.9%[inhibitor]	-6.6%	13.4%	-0.7%
Cn1nnnc1SCCNCc1cccc2ccccc12	0.2%	0.2%	-1.6	.	20.8%	-2.9%	-5.2%	11.8%
Cc1nc(SC(C)C(=O)Nc2c(C)n(C)n(-c3ccccc3)c2=O)nc(C)c1C (stereo not given)	-0.1%	-2.8%	0.6	1.4	-0.9%	-7.2%	-2.3%	4.2%
COc1ccc(/C(N)=N/OC(=O)c2ccc(OC)c([N+](=O)[O-])c2)cc1OC	-8.2%	7.4%	-1.3	-3.2	-17.6%	-13.0%	1.8%	-13.9%
CC(NC(=O)OC(C)(C)C)C(=O)Oc1ccc2ccc(=O)oc2c1 (stereo not given)	10.7%	9.0%	0.1	-9.8	-20.0%	-14.6%	-12.6%	-5.7%
CCC(C(=O)OC)(C(=O)OC)c1ccc([N+](=O)[O-])cc1	-4.5%[57.1 µM]	2.2%	-1.9	-0.3	11.6%	-4.1%	-16.9%	8.6%
CCC(=O)c1c[nH]c(C(=O)N2CCOCC2)c1	11.7%	-1.5%	-0.3	-1.6	5.3%	-10.1%	-20.0%	-9.0%
CCCNC(=O)c1cc(C2CCCCN2S(=O)(=O)c2ccc(C#N)cc2)on1 (stereo not given)	3.9%	-3.2%	-0.3	7.1	-8.7%	6.7%	-14.1%	-2.9%
O=C(O)c1ccc2cccnc2c1O	-27.9%	7.3%	1.9	-17.0	0.3%	-13.8%	-17.1%	10.1%
Cc1ccc(-c2csc3nc(C)n(N)c(=O)c23)o1	1.5%	7.6%	1.0	.	12.0%	-5.5%	-0.2%	15.8%
COC(=O)c1scc(S(=O)(=O)c2ccccc2)c1N	4.1%	4.7%	-1.0	0.3	4.8%	-3.0%	0.0%	6.2%
Cc1ccc(C(=O)NC2CCCc3ccccc32)cc1[N+](=O)[O-] (stereo not given)	1.5%	3.0%	-1.4	-3.2	26.7%	-9.0%	2.5%	4.2%
Cc1ccc(CNC(=O)c2ccc(N3CCCC3=O)cc2)cc1	13.0%	9.7%	0.5	.	-3.9%	-8.6%	7.3%	12.1%
Fc1cccc(C2NC(=S)NC3=C2N2CCC3CC2)c1 (stereo not given)	-8.6%	6.8%	0.3	4.0	6.6%	-16.7%	-1.7%	23.6%
CN(Cc1ccccc1)S(=O)(=O)c1ccc(OCC(=O)NCc2ccncc2)cc1	-2.9%	5.4%	0.7	1.1	-13.1%	-6.2%	-3.7%	8.7%
CCC(=O)N1CCc2cc(S(=O)(=O)NCCC(=O)N3CCc4ccccc4C3)ccc21	0.1%	-1.0%	-1.0	.	-54.7%[inhibitor]	-2.9%	4.2%	3.6%
Cc1ccc(OCCSc2ncnc3sc(C)c(C)c23)cc1C	13.1%	1.5%	-0.1	-0.5	-7.5%	-8.0%	14.2%	-55.5%[inhibitor]
Cc1ccc(-c2cccc(C3CC=CC4C3C(=O)N(Cc3ccccc3)C4c3cc(C)ccc3F)c2)cc1 (stereo not given)	0.4%	0.0%	-4.5	-3.4	5.0%	-23.0%	-15.2%	29.7%
Cc1nnc(NC(=O)c2ccc3c(c2)C(=O)N(CC2CCCO2)C3=O)s1 (stereo not given)	-6.8%	9.4%	4.5	.	1.2%	-7.2%	10.6%	-19.2%
Cc1cc(C(=O)CN2CCCCC2)c(C)n1-c1ccc(F)cc1	4.0%	1.6%	0.0	1.2	18.2%	-8.2%	-15.5%	.
Cc1nn(CC(=O)NCC2CCCO2)c(=O)c2cc3ccccc3n12 (stereo not given)	0.8%	0.8%	0.1	4.3	0.2%	-16.9%	14.2%	-0.7%
O=c1n(Cc2ccccc2Cl)c2sc3c(c2c2ncnn12)CCCC3	-0.9%	22.0%	0.0	1.3	22.0%	-1.1%	-4.4%	-12.3%
